# Source: PubChem
# HP1b binding inh: HP1-beta chromodomain-methylated histone interaction inhibition; P83916; AlphaScreen HP1-beta / biotin-H3K9me3 peptide binding; Potency, µM (top dose mostly 114 µM), inactives show at the highest dose activity change, negative = inhibition, actives largely listed as inhibitors; 390,000 compounds, 0.56% hits; AID 540317; note: potency is the fitted concentration of half-maximal effect; nearly all actives have a fitted effect of over 70% in size; inactives centre near 23
#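 Compound inhibition of the preformed complex between 50 nM HP1-beta and 50 nM biotinylated H3K9me3 peptide was read by AlphaScreen. Buffer was PBS pH 7.4 with 0.01% Tween-20. Incubations ran 30 min at room temperature, with 10 ug/mL donor/acceptor beads.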
# GLS inh: blocks human kidney-isoform glutaminase activity; O94925; GLS enzymatic activity, qHTS titration; Potency, µM (highest dose often 45.5 µM), for inactives: at the highest dose activity change, negative = inhibition, actives largely listed as inhibitors; 410,000 compounds, 0.21% hits; AID 624170; note: potency is the fitted concentration of half-maximal effect; % is set by controls: 0 for no effect and ±100 for the full control effect
#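 hKGA in 45 mM KH2PO4 (pH 8.2), 0.02% Tween-20 with compound, then 1mM L-Glutamine (stock as added) plus glutamate oxidase/HRP/Amplex red coupling mix. Fluorescence read initially and after 30 min at RT; signal change reflects glutamate formation.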
# PGK inhibitor: inhibitors of T. brucei phosphoglycerate kinase; PGK/GAPDH coupled, Kinase-Glo luminescence, 60 min; 380,000 compounds, 0.043% hits; Potency, µM (doses to about 57.5 µM), inactives show at the top dose activity change, negative = inhibition, actives largely listed as inhibitors; note: potency is the fitted concentration of half-maximal effect; % is set by controls: 0 for no effect and ±100 for the full control effect; nearly all actives have a fitted effect of over 60% in size
#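 Recombinant glycosomal PGK reaction used 1,3-bisphosphoglycerate generated in-well by GAPDH (100nM final) in 100mM TEA pH 7.6, 5mM MgCl2, 0.01% Tween-20. After 60 minutes at room temperature, ATP was read by Kinase-Glo Plus luminescence end-point.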
# USP1-UAF1 inh: inhibitors of human USP1/UAF1 deubiquitinase; O94782; recombinant USP1/UAF1, Ub-Rhodamine cleavage fluorescence; Potency, µM (highest dose often 57.1 µM), inactives show at the top dose activity change, negative = inhibition, hits mostly inhibitors; 390,000 compounds, 0.23% hits; AID 743255; note: potency is the fitted concentration of half-maximal effect; % is set by controls: 0 for no effect and ±100 for the full control effect; nearly all actives have a fitted effect of over 60% in size; inactives centre near -12
# Target sequence (O94782 whole entry, looked up): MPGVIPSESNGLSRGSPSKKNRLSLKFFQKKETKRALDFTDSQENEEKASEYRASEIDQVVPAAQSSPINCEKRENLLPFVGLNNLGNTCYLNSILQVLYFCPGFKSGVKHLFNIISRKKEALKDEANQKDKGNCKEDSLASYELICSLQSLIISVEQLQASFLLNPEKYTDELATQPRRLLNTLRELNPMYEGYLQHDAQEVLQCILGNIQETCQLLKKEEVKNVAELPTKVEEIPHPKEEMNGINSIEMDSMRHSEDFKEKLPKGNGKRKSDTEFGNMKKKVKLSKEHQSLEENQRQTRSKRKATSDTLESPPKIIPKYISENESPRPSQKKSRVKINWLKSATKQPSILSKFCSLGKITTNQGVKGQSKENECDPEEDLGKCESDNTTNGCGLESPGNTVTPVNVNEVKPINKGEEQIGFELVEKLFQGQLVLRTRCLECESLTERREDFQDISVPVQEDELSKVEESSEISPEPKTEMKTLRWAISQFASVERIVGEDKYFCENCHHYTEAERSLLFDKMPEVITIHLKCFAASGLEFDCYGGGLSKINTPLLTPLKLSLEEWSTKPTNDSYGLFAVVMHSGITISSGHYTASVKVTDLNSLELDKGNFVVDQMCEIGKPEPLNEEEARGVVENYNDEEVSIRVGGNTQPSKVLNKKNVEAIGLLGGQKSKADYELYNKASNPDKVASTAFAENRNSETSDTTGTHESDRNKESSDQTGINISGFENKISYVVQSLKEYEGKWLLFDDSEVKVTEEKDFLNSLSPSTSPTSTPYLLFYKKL
#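 1 nM enzyme complex + cpd, 15 min RT; start with Ub-Rho 150nM final; kinetic fluorescence ex 480/em 540, 6 reads q60 s. Buffer 50mM HEPES pH 7.8, 0.5mM EDTA, 0.1 mg/ml BSA, 1mM TCEP, 0.01% Tween-20.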
# rTrxR1 inhibitor: inhibitors of rat thioredoxin reductase 1 | O89049 | recombinant rTrxR1, NADPH fluorescence consumption, selenite substrate | 390,000 compounds, 1% hits | Potency, µM (doses to about 114 µM), for the others: top-dose activity change, negative = inhibition, hits mostly inhibitors; note: potency is the fitted concentration of half-maximal effect; % is set by controls: 0 for no effect and ±100 for the full control effect; nearly all actives have a fitted effect of over 65% in size
#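 Rat TrxR1 (90 nM in the dispensed reagent) was pre-reduced with 400 uM NADPH for 5 min at room temperature, then incubated with compound for 15 min. After 400 uM selenite was added, NADPH fluorescence (Ex 340/Em 450 nm) was followed for 8 min.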
# Pin1 inhibitor: blocks the human prolyl isomerase Pin1; Q13526; Pin1 FP peptide displacement, HiFluor488, 10 min; Potency, µM (highest dose often 115 µM), for the others: at the top dose activity, negative = inhibition, actives largely listed as inhibitors; 390,000 compounds, 0.009% hits; AID 504891; active = well fitted inhibition curve with a large enough effect in the polarisation, with a control signal flat, not every such curve was filed as active; inconclusive = small, poorly fitted or top-dose-only effect, or effect the other way, or a change in a side signal; inactive = no such curve, though single readings can be large or run the other way; the % refers to the polarisation; note: potency is the fitted concentration of half-maximal effect; % is set by controls: 0 for no effect and ±100 for the full control effect
# Target sequence (Q13526 whole entry, looked up): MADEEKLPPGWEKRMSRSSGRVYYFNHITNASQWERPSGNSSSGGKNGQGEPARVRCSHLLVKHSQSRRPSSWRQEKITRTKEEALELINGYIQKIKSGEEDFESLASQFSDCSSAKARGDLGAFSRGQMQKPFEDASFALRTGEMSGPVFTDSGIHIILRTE
# PI4K2A inh: blocks human PI4K2A kinase activity | AID 1346378 | 420,000 compounds, 0.13% hits | purified PI4K2A, ADP-Glo luminescence, 1 h; stronger effect = lower value | activity change, negative = inhibition, % at 76.9 µM; in the data active = activity change below about -50%; inconclusive = mostly about -30% to -49%;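 note: -100% = wells without enzyme as full effect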
#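 PI4K2A activity was measured by ADP-Glo luminescence: enzyme (4 ug/mL stock) and phosphatidylinositol (1.2 mM stock) in Tris pH 7.5/MgCl2/EGTA/Triton X-100 buffer were reacted with ATP (300 microM stock) for one hour at ambient temperature.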
# TrxR1 substrate: is turned over as a substrate by rat TrxR1; purified TrxR1 substrate turnover, NADPH consumption readout; Potency, µM (titrated, usually from 114 µM), without a hit: at the highest dose activity change, negative = substrate turnover; 390,000 compounds, 0.01% hits; O89049; note: potency is the fitted concentration of half-maximal effect; % is set by controls: 0 for no effect and ±100 for the full control effect; nearly all actives have a fitted effect of over 50% in size
#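 Rat TrxR1, dispensed at 90 nM, was prereduced with 400 uM NADPH (final) for 5 min at ~22 deg C, then incubated with compound 15 min before 400 uM selenite. A first-read NADPH fluorescence drop versus no-compound background flagged substrates.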
# IDH1 R132H inh: inhibitors of human mutant IDH1 R132H; O75874; Potency, µM (titrated, usually from 76.6 µM), for the others: top-dose activity change, negative = inhibition, most hits filed as inhibitors; AID 602179; 390,000 compounds, 0.093% hits; IDH1-R132H enzyme, NADPH consumption, diaphorase/resazurin fluorescence; note: potency is the fitted concentration of half-maximal effect; % is set by controls: 0 for no effect and ±100 for the full control effect; nearly all actives have a fitted effect of over 65% in size
#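 IDH1-R132H (0.5 ug/mL dispensed) in pH 7.5 Tris buffer was preincubated 30 min with compound, then given a substrate mix of 0.016 mM NADPH and 2 mM alpha-KG for 80 min at room temperature; remaining NADPH was read by diaphorase/resazurin fluorescence.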
# * hit, by the source's call; i = inactive; ? = inconclusive; · = no result given; [ ] = dose if it differs, or a comment. Unless noted, calls come from the whole dose curve; as a rule, active = well fitted curve in the direction sought with a large enough effect; inconclusive = small, poorly fitted or top-dose-only effect, or another doubt; inactive = no such curve, though single readings can be large; an effect the other way counts as inactive or inconclusive.
item	SMILES	HP1b binding inh	GLS inh	PGK inhibitor	USP1-UAF1 inh	rTrxR1 inhibitor	Pin1 inhibitor	PI4K2A inh	TrxR1 substrate	IDH1 R132H inh
1	CCC1CCCCN1Cc1nc2c(c(=O)n(C)c(=O)n2C)n1Cc1cccc2ccccc12 (configuration not stated)	37%	-3%	-1%	-13%	21%[57.1 µM]	-4%	-1	6%[57.1 µM]	7%
2	Cc1ccc(C(CNC(=O)c2ccc(Br)o2)N2CCN(C)CC2)cc1 (configuration not stated)	16%	11%	6%	-5%	9%	-3%	-2	2%	4%
3	CCOC(=O)C1=C(C)Nc2nc(C)nn2C1c1ccc(OC)c(OC)c1 (configuration not stated)	34%	3%	-8%	-16%	18%[57.1 µM]	-3%	-20	15%	11%
4	COc1cccc(C2CC(=O)Nc3cc(OC)c(OC)c(OC)c32)c1OC(C)C (configuration not stated)	21%	2%	-9%	-25%	14%	5%	0	2%	1%
5	Cc1ccc(NC2c3ncccc3C(=O)N2Cc2ccc(F)cc2)cc1 (configuration not stated)	15%	-3%	-4%	-13%	3%[11.4 µM]	1%	-5	9%[57.1 µM]	7%
6	CC(C)(C)OC(=O)NCCCC[C@H](NC(=O)c1nc[nH]c1C(=O)N1CCN(c2ccccc2)CC1)C(=O)OC(C)(C)C	25%	17%	-2%	-13%	-14%	?	-1	-16%	4%[38.3 µM]
7	CCn1c(SCC(=O)NNC(=O)c2ccccc2)nnc1-c1ccncc1	33%	11%	i	-17%	6%	-5%	1	5%	8%
8	Cc1[nH]c(C)c2c(=O)n(Cc3ccc(Cl)cc3)ncc12	16%	0%	i	-17%	23%	3%	-12	4%	12%
9	CCc1ccccc1OCC(=O)NC1CCCC1	29%	1%	i	-8%	-13%	-3%	-3	-9%	-1%
10	CC1(C)C2CCC1(CS(=O)(=O)NCCc1c[nH]c3ccccc13)C(=O)C2 (configuration not stated)	-4%	11%	2%	-10%	-6%[57.1 µM]	-2%	-4	-2%[57.1 µM]	6%
11	CN1CCN(CCCNC(=O)c2cc3c(=O)n(C)c4ccccc4c3s2)CC1	42%[activator]	-2%	-5%	-16%	-1%[57.1 µM]	4%	17	35%[activator][57.1 µM]	0%
12	CCOc1ccc(-c2nc(S(=O)(=O)c3ccccc3)c(N3CCOCC3)o2)cc1	31%	-10%	i	-17%	-48%	0%	-2	-5%[57.1 µM]	7%

# A section taken from the entries so far, as a working copy:
item	SMILES	HP1b binding inh	GLS inh	PGK inhibitor	USP1-UAF1 inh	rTrxR1 inhibitor	Pin1 inhibitor	PI4K2A inh	TrxR1 substrate	IDH1 R132H inh
2	Cc1ccc(C(CNC(=O)c2ccc(Br)o2)N2CCN(C)CC2)cc1 (configuration not stated)	16%	11%	6%	-5%	9%	-3%	-2	2%	4%
3	CCOC(=O)C1=C(C)Nc2nc(C)nn2C1c1ccc(OC)c(OC)c1 (configuration not stated)	34%	3%	-8%	-16%	18%[57.1 µM]	-3%	-20	15%	11%
4	COc1cccc(C2CC(=O)Nc3cc(OC)c(OC)c(OC)c32)c1OC(C)C (configuration not stated)	21%	2%	-9%	-25%	14%	5%	0	2%	1%
5	Cc1ccc(NC2c3ncccc3C(=O)N2Cc2ccc(F)cc2)cc1 (configuration not stated)	15%	-3%	-4%	-13%	3%[11.4 µM]	1%	-5	9%[57.1 µM]	7%

# New compounds follow.
item	SMILES	HP1b binding inh	GLS inh	PGK inhibitor	USP1-UAF1 inh	rTrxR1 inhibitor	Pin1 inhibitor	PI4K2A inh	TrxR1 substrate	IDH1 R132H inh
13	Cc1ccc(CNC(=O)C(=O)NCC2OCCN2S(=O)(=O)c2cccs2)cc1 (configuration not stated)	33%	-5%	2%	-23%	18%[57.1 µM]	1%	3	10%[57.1 µM]	-2%
14	CCc1nnc(NC(=O)Cc2ccc(Br)cc2)s1	14%	5%	-3%	-11%	23%[57.1 µM]	-12%	0	-7%	11%
15	COc1ccc(CNC(=O)CCNS(=O)(=O)c2ccc(Cl)cc2)cc1	26%	0%	-10%	?	15%	-4%	5	1%	5%
16	CC(=O)Nc1ccc(S(=O)(=O)N(C)CC(=O)NC2CCCCCCC2)cc1	1%	-2%	-2%	-7%	12%	1%	-1	7%[57.1 µM]	17%
17	CCOc1ccc(C2NC(=O)c3ccccc3O2)cc1OCC (configuration not stated)	52%[activator]	-1%	-9%	-1%	1%[57.1 µM]	-8%	8	-4%[57.1 µM]	0%
18	CCN(CC)C(=O)C1=C(C)N(CCCN2CCCC2=O)C(=O)C(CC(=O)NCCCCc2ccccc2)C1 (configuration not stated)	·	3%	i	-16%	·	·	1	·	8%
19	CCN(CC(=O)Nc1ccc2c(c1)OCCO2)C(=O)C(C)Oc1ccc(F)cc1 (configuration not stated)	-2%	5%	-1%	-14%	9%[57.1 µM]	-3%	4	4%[57.1 µM]	2%
20	CCOC(=O)C1CCN(C(=O)CCc2c(C)nc3ncnn3c2C)CC1	38%	-6%	-1%	-6%	12%	1%	-4	1%	3%
21	CC1CN(S(=O)(=O)c2cccc(C(=O)N(C)C3CCCCC3)c2)CC(C)O1 (configuration not stated)	·	6%	4%	-6%	·	·	3	·	-8%
22	CC1(C)CC(=O)C=C(c2n[nH]nc2-c2ccccc2)C1	·	-3%	-4%	-11%	·	·	-6	·	-3%
23	CN(C(=O)CSc1cn(CC(=O)N2CCCCCC2)c2ccccc12)c1ccccc1	26%	6%	-1%	-11%	2%	1%	-3	-3%	-1%
24	Clc1ccccc1COc1ccccc1-c1nnco1	49%	13%	-3%	-13%	-9%	?	11	-6%	5%
25	COc1ccccc1CNC(=O)C1CCC1	30%	-7%	-5%	-10%	-10%	1%	7	-10%	1%
26	COCCn1nnnc1C(CC(C)C)N1CCN(c2nc3ccccc3s2)CC1 (configuration not stated)	27%	-3%	-4%	-6%	10%	-7%	-3	3%	21%
27	COc1ccc(C(=O)COC(=O)c2cc(-c3ccccc3)nc3c(C)cccc23)cc1	34%[activator]	-3%	-6%	-26%	35%[activator]	2%	-2	37%[activator]	-8%
28	COc1cccc(OC)c1C(=O)NCC12CC3CC(C1)CC(CNC(=O)c1c(OC)cccc1OC)(C3)C2	28%	1%	i	-16%	20%	3%	8	-3%	1%
29	CCCNC(=S)N1CCCC(c2nc3ccccc3[nH]2)C1 (configuration not stated)	21%	-1%	4%	-2%	5%[57.1 µM]	0%	3	-3%[57.1 µM]	2%
30	CS(=O)(=O)c1ccc(C(=O)Nc2cccc(-c3nc4ccccc4[nH]3)c2)cc1	12%[57 µM]	2%	-3%	-12%	19%	4%	4	-3%	-6%
31	Cc1cccc(NC(=O)CCCSc2nc3ccccc3[nH]2)c1	26%	4%	-1%	-9%	23%[57.1 µM]	21%	2	-9%[57.1 µM]	21%
32	COc1cccc(NC(=O)NCC2CCN(Cc3ccc(F)cc3)CC2)c1	30%	-27%	-1%	-14%	26%	-1%	-6	3%	4%
33	Nc1c(C(=O)CSc2nnc(COc3ccc(Cl)cc3)o2)c(=O)[nH]c(=O)n1C1CC1	39%[activator]	1%	-4%	-8%	10%	2%	-1	-7%	5%
34	COc1ccc(CC(=O)NCc2n[nH]c(=S)n2-c2ccc(F)cc2)cc1	31%	-8%	0%	1%	-11%	1%	1	-3%	5%
35	CC(=O)N(Cc1ccccc1)c1ccc(C(=O)O)cc1	41%[activator]	13%	8%	4%	2%	-2%	-2	-5%	-5%
36	CCCc1nc(N2CCCC2)c(C#N)c2c1CCCC2	97%	0%	-4%	2%	58%[activator][57.1 µM]	-6%	3	48%[activator][57.1 µM]	4%
37	COc1ccc(NC(=O)Cn2nnc(-c3ccccc3NS(=O)(=O)c3ccc(OC)cc3)n2)cc1	24%	1%	8%	-16%	22%	-1%	1	9%	4%
38	CC(C)(C)OC(=O)N1CCC(c2c(C(=O)N3CCN(C4CCCCC4)CC3)cnn2-c2ccccc2)CC1	9%[57 µM]	-5%	i	-12%	10%	0%	-1	-4%	0%
39	CCOP(=O)(c1ccccc1)C(O)c1ccc(F)cc1 (configuration not stated)	28%	6%	5%	-5%	8%	-1%	-9	5%[57.1 µM]	-5%
40	O=C(NCc1ccc(Cl)cc1)c1cc2ccccn2n1	53%[activator]	-2%	i	-13%	6%[57.1 µM]	3%	-6	1%[57.1 µM]	1%
41	COc1ccccc1[C@@]1(C)ON(c2ccccc2C(F)(F)F)C1=O	162%[activator]	0%	2%	9%	-2%	-10%	1	-12%	9%
42	COc1ccccc1N1CCN(C(c2ccccc2)c2nnc(-c3ccccc3Cl)o2)CC1 (configuration not stated)	47%[activator]	1%	i	14%	8%[57.1 µM]	49%[activator]	-3	0%[57.1 µM]	-15%
43	O=C(Nc1ccccc1N1CCOCC1)C1=COCCO1	-9%	6%	i	-3%	9%	-2%	-13	2%	9%

# This is a subset, so the mix of outcomes need not match the whole.
